Screening results deposited in PubChem BioAssay by The Scripps Research Institute Molecular Screening Center.
FBW7 activator = human FBW7 E3 ligase activation, primary screen; AlphaScreen FBW7–phospho-cyclin E peptide binding, activator screen; actives 0.13% (n = 650,000); Q969H0; normalized activity (activation), % at 26.1 µM; in the data active means normalized activity above about 1.9%;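 further: purified mutant Fbw7 with reduced substrate affinity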
TEAD-YAP block = TEAD-YAP interaction inhibition | HEK-TIYL cells, TEAD-Gal4/YAP UAS-luciferase luminescence | inhibition, % at 9.12 µM | actives 1.4% (n = 640,000); in the data active means inhibition above about 32%;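 further: 0% = median of test compound wells and 100% = reference inhibitor wells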
MITF inh = blocks human microphthalmia-associated transcription factor; O75030; AlphaScreen MITF homodimerization, bead proximity signal; inhibition, % at 2.6 µM; actives 0.91% (n = 650,000); in the data active means inhibition above about 50%;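 further: 0% = vehicle wells with protein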
Target sequence (O75030 whole entry, looked up): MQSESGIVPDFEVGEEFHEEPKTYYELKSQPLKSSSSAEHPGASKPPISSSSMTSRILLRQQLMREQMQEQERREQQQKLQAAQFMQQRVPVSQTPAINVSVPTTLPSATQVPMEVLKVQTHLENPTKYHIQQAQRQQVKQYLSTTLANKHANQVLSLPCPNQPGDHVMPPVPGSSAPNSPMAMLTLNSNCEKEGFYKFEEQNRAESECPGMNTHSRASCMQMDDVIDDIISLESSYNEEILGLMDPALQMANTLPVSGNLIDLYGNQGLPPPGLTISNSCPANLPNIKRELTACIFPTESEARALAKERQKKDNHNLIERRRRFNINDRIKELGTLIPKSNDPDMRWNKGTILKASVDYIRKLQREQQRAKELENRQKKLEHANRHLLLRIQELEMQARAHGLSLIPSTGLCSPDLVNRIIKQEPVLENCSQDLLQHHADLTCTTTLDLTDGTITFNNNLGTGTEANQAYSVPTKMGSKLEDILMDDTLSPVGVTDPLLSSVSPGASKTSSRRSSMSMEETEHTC
GPR151 ag = activators of human GPR151; PathHunter beta-arrestin GPR151 cells, luminescence; activation, % at 11.2 µM; actives 1% (n = 650,000); in the data active means activation above about 4.9%;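 further: 0% = median of compound wells and 100% = cells with positive control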
Target sequence (Q8TDV0 whole entry, looked up): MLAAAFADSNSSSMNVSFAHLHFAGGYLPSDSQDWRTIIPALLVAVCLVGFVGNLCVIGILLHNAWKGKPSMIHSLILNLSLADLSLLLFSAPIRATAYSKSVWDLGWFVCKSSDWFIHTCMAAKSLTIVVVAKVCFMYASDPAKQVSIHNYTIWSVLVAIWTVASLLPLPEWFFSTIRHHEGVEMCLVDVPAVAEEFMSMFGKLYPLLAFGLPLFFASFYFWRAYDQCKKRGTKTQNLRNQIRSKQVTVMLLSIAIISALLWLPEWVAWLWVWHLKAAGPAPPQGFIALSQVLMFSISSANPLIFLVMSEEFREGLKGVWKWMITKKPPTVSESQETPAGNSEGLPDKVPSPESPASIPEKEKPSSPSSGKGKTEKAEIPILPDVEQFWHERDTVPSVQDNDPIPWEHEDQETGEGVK
Starred values were filed as active, the others as inactive. Outcome played no part in choosing rows (roughly 3.4% active in at least one column).

entry	Compound	FBW7 activator	TEAD-YAP block	MITF inh	GPR151 ag
1	COc1cccc(CN2CCN(Cc3cnc(N4CCCC4)s3)CC2CCO)c1 (stereo not given)	-0.1	5	-1	0.8
2	COC(=O)c1cnn2c(C)c(Cc3ccc(C)cc3)c(C)nc12	-0.1	43*	5	0.8
3	Cc1ccc(NC(=S)N(CCCN2CCCC(C)C2)Cc2cccs2)cc1Cl (stereo not given)	-0.1	-13	-7	-0.8
4	Cc1cc2c(o1)CCc1sc(N(C)C(=O)C3CC(=O)N(C)C3)nc1-2 (stereo not given)	-0.3	7	-9	-0.9
5	O=C(Cn1c(=O)c(-c2ccccc2)[n+]([O-])c2ccccc21)N1CCCCCC1	0.0	5	-3	-1.1
6	COc1cccc(C(=O)Nc2ccc(NC(=O)c3cccs3)cc2)c1	0.0	-10	6	-1.7
7	CN(C)c1ccc(CCCNS(=O)(=O)c2ccccc2Cl)cc1	-0.5	-1	7	-0.3
8	Cc1cccn2c(=O)c3cc(C(=O)NC4CCCCC4)c(=N)n(CCCn4ccnc4)c3nc12	2.1*	4	15	-0.7
9	CC1(C)CC(=O)c2cnc(NC(=O)c3ccc(-c4ccccc4)cc3)nc2C1	0.0	0	6	-0.4
10	Cn1c(Nc2nc(C(=O)Nc3ccccc3)cs2)nc2ccccc21	-0.2	-31	4	-1.8
11	CCCC(=O)Nc1nnc(SCC(=O)N(C(C)C)C(C)C)s1	-0.1	-4	4	0.3
12	CCOC(=O)c1sc2nc(CC(=O)OC)nc(Nc3cccc(OC)c3)c2c1C	0.4	-1	12	-0.3
13	Cc1ccc(C(=O)N/N=C\c2ccc(O)c(I)c2)cn1	0.1	13	9	1.8
14	Oc1ccc(C=NCCOCCOCCN=Cc2ccc(O)cc2)cc1	-0.1	-12	-4	-2.6
15	CC1CCc2nn(CC(=O)NC3CCN(Cc4ccccc4)CC3)cc2C1 (stereo not given)	0.1	0	-3	0.2
16	CN=C(Nc1cc(C)nn1-c1ccccc1)c1ccc(F)cc1	-0.1	2	3	0.8
17	O=C(Cn1cc2c(n1)CCCCC2)NC1CCCCCC1	-0.1	-34	0	2.2
18	Cc1ccc(CCNC(=O)c2cc(Sc3ccccc3Cl)nc3ccccc23)cc1	0.2	-1	-5	-1.1
19	FC(F)(F)c1ccc(N2CCOCC2)c(NC2=NCCCCC2)c1	-0.1	14	-2	0.7
20	COc1ccc(NC(=O)c2cccnc2Cl)c(OC)c1	0.1	1	-3	0.6
21	O=C(Nc1ccc2c(c1)CN(C(=O)/C=C/c1cccnc1)CC2)c1ccncc1	-0.1	31	5	-1.2
22	O=C(Nc1nc(C(=O)N2CCN(c3ccc(F)cc3)CC2)cs1)c1ccccc1	0.0	7	-7	0.4
23	CC(C)C(O)c1ccc2c(c1)CN(C(=O)CSc1ccccc1)CCO2 (stereo not given)	0.0	-4	-11	0.3
24	CCOC(=O)c1ccccc1NC(=O)c1sc(NC(=O)c2ccc3c(c2)OCO3)c(C(=O)OCC)c1C	-0.2	-3	-2	-0.5
25	COc1ccccc1-c1c(C)nn2c(N3CCCC3)cc(C)nc12	0.3	-1	11	0.7
26	CN(CCOC(=O)c1ccc2c(c1)OCCO2)C(C)(C)C	0.4	6	22	0.2
27	CCOC(=O)c1nc(Nc2cc(Oc3ccc(OCC)cc3)cc([N+](=O)[O-])c2)c2ccccc2n1	-0.1	4	11	0.1
28	O=C(Cc1cccs1)NNC(=S)Nc1ccc(F)cc1F	0.1	6	14	2.9
29	CCOc1ccc(Br)cc1C(=O)NCc1ccco1	0.9	-7	12	-1.0
30	COc1cccc(NC(=O)Cn2c(-c3ccncc3)nc3ccccc32)c1	-0.1	6	-23	-0.6
31	COc1cc(OC)c(OC)cc1/C=C1\N=C(c2ccc([N+](=O)[O-])cc2)OC1=O	0.0	-9	-14	-0.8
32	CCOC(=O)c1cccc(NC(=O)N2CCC(CN3CCCCC3)CC2)c1	0.0	-14	4	2.5
33	CC(C)C(=O)Nc1ccc(S(=O)(=O)NCCCN2CCN(c3ccccc3)CC2)cc1	-0.3	-5	8	0.8
34	CS(=O)(=O)c1ccc(-c2ccnc(Nc3ccc(-n4ccnn4)cc3)n2)cc1	-0.3	11	14	1.0
35	CCOC(=O)C1C(c2cccnc2)NC(=O)N(C)C1(O)C(F)(F)F (stereo not given)	0.1	8	4	-0.4
36	Cc1ccccc1CN1C[C@@H]2C[C@@H](c3cnn(C)c3)N3CCC[C@@]23C1=O	-0.1	2	-1	-0.8
37	N#C/C(=C\c1ccc(-c2ccc(Br)cc2)o1)C(=O)NCCO	0.0	-52	-5	1.1
38	CC(C)(C)C(=O)NNC(=O)c1cc2sccc2nc1C(F)(F)F	-0.1	-9	-2	-0.4
39	COc1ccc(CN(C(=O)/C=C/C(=O)O)C2CC(=O)N(c3ccc(F)cc3)C2=O)cc1 (stereo not given)	0.1	-4	5	-1.6
40	CCCCCCNC(=O)c1c[nH]c2ccc(S(=O)(=O)N(C)c3ccc(C(C)C)cc3)cc2c1=O	0.0	4	3	-0.2
41	O=[N+]([O-])c1ccccc1S(=O)(=O)NS(=O)(=O)CCCCCl	0.1	2	11	-1.2
42	CCN1C(=O)NC(c2ccc(Cl)cc2)C(C(=O)OC2CCCCC2)=C1C (stereo not given)	0.0	-9	6	0.2
43	CC(C)Oc1ccc(C(=O)NC(=S)Nc2cccnc2)cc1	0.1	-39	7	-0.7
44	CCCC(=O)Nc1ccccc1NC(=O)c1c(OC)cccc1OC	-0.1	10	-4	1.6
45	CC(C)Oc1ccc(C(c2c[nH]c3ccccc23)c2c[nH]c3ccccc23)cc1	0.1	4	7	-0.1
46	O=C(CS(=O)(=O)c1cccc2nsnc12)Nc1cccc(F)c1	-0.2	-1	-7	0.0
47	Cn1cnnc1SCC(=O)N1CCc2ccccc21	-0.1	-3	-23	-0.2
48	CC(=O)Nc1cccc(NC(=O)c2c(-c3c(Cl)cccc3Cl)noc2C)c1	-0.1	-4	-4	0.0
49	CCOc1ccc(/C=N\NC(=O)c2ccccn2)cc1	0.0	36*	18	-6.3
50	Cc1ccc(/C=C(\NC(=O)c2ccc(C)cc2)C(=O)N2CC3CC(C2)c2cccc(=O)n2C3)cc1 (stereo not given)	0.2	2	-5	1.4
51	COCC(=O)Nc1ccc(Br)cc1	0.0	-2	1	0.1
52	O=C1C2C3c4ccccc4C(c4ccccc43)C2C(=O)N1c1ccncc1 (stereo not given)	0.0	9	3	2.4
53	Cc1ccc(C(=O)OC2OC(=O)C(Cl)=C2N2CCOCC2)cc1 (stereo not given)	0.1	-8	-4	1.0
54	C=CCN(c1ccccc1)S(=O)(=O)c1ccc2[nH]cc(C(=O)N3CCOCC3)c(=O)c2c1	-0.2	7	34	0.1
55	O=C(NC12CC3CC(CC(C3)C1)C2)c1ccc(CN2CCCCC2CO)[nH]c1=O (stereo not given)	0.2	9	-8	-0.4
56	Cc1ccccc1NCC(=O)N=Nc1c(O)[nH]c(=O)[nH]c1=O	-0.3	6	2	1.2
57	Cc1ncc(CO)c(/C=N/NC(=O)c2ccccc2F)c1O	-1.5	-33	32	-0.3
58	CC1CCc2c(sc(NS(=O)(=O)c3ccc(Cl)cc3)c2C(N)=O)C1 (stereo not given)	-0.1	6	20	-0.1
59	Cc1ccc(NC(=O)CSc2nc(C(C)C)nc3c2c(=O)n(C)c(=O)n3C)cc1	-0.1	15	3	1.8
60	CC(C)(O)C12CC3CC(CC(C3)C1)C2	-0.1	0	-6	3.2

Next part
entry	Compound	FBW7 activator	TEAD-YAP block	MITF inh	GPR151 ag
61	Cc1ccccc1C1(CC(=O)N2CCNC(=O)C2)CC(=O)N(Cc2ccncc2)C1=O (stereo not given)	-0.1	13	-7	1.9
62	Cc1nn(C)cc1C(=O)NCCc1c[nH]c2ccccc12	-0.3	-40	-3	-0.3
63	COc1cc(NC(=O)c2cc(-c3ccc(O)cc3)on2)cc(OC)c1OC	0.0	16	11	-0.2
64	Cc1cccc(N2C(=O)CSC2=S)c1C	1.5	2	15	0.0
65	CCOc1ccc(C2c3c(oc4ccccc4c3=O)C(=O)N2c2nc(C)c(C)s2)cc1 (stereo not given)	-0.1	1	0	1.0
66	C=C1N(C)c2cc([N+](=O)[O-])c(CN)cc2C1(C)C	-0.5	14	14	-1.8
67	COc1ccccc1-n1c(SCC(=O)Nc2cccc(F)c2)nnc1-c1ccncc1	-0.1	8	-15	0.7
68	O=C(CSc1nc2sc3c(c2c(=O)[nH]1)CCCC3)NCCCN1CCOCC1	-0.1	8	5	2.2
69	CCc1ccc(-n2c(=S)sc3c(=O)n(-c4ccc(C)cc4)c(SCc4ccc(Cl)cc4)nc32)cc1	0.0	2	5	0.5
70	CC1(C2CCN(Cc3ccco3)CC2)NC(=O)N(C2Cc3ccccc3C2)C1=O (stereo not given)	-0.1	2	2	0.9
71	CS(=O)(=O)N1CCN(c2ccc(S(=O)(=O)N3CCOCC3)cc2)CC1	-0.1	-10	-3	-0.2
72	CCC(CC)C(=O)Nc1nnc(-c2cccs2)s1	-0.1	-18	-3	1.6
73	COc1ccc(-n2ncc3c(Nc4cccc(C(F)(F)F)c4)ncnc32)cc1	0.1	24	15	0.7
74	CCOc1ccccc1NC(=O)c1sc2ncn(CC(=O)N3CCCCC3C)c(=O)c2c1C (stereo not given)	0.2	3	8	-0.3
75	Cc1ccc2c(c1)Oc1ccc(NC(=O)CCCl)cc1C(=O)N2	0.0	33*	-12	2.0
76	CCOc1ccc(N2C(=O)CC3C(=O)Nc4ccccc4N3C2c2ccc(OC)cc2)cc1 (stereo not given)	0.3	1	7	0.4
77	CCCCN(C)C(=O)c1cn(-c2ccc(Cl)cc2)c(=O)c2ccccc12	-0.1	-4	-8	-0.8
78	O=S(=O)(Nc1cc(Cl)c(O)c(NS(=O)(=O)c2ccccc2)c1)c1ccccc1	0.2	3	8	-1.1
79	Cc1ccc(CNC(=O)CSc2nnnn2C)cc1	-0.1	-17	-10	0.7
80	CN(C)c1ccc(/C=C2\N=C(c3cc4ccccc4oc3=O)OC2=O)cc1	-0.1	-4	2	0.1
81	CN1C(=O)C2(NN=C(c3ccccc3O)S2)c2ccccc21 (stereo not given)	-0.3	-26	21	-2.3
82	O=C(Nc1ccc(F)cc1)c1cc(Br)ccc1Cl	0.2	7	7	0.2
83	CCOC(=O)c1cnc2c(OC)cccc2c1NCCc1ccccc1	0.1	0	-5	-0.4
84	CN(CCO)P1(=O)C=C(c2ccccc2)SC(c2ccccc2)=C1	0.1	-6	3	-0.7
85	O=C(N/N=C/c1c[nH]c2ccccc12)c1cccc2ccccc12	1.1	-17	4	0.0
86	CCOc1ccc(NC(=O)CSc2nc(O)cc(=O)n2-c2ccc(F)cc2)cc1	0.2	4	-21	0.4
87	CCOC(=O)c1ccc(NC(=O)CSc2nc3ccc(N)cc3s2)cc1	-0.2	-12	-9	0.0
88	COc1ccc(-c2noc(CNC(=O)N3CCOCC3)n2)cc1	0.0	5	8	-2.1
89	O=C(Nn1cnc2ccccc2c1=O)c1ccccc1F	-0.1	-7	-8	-0.3
90	O=C(NCCc1nc(-c2ccc(Cl)cc2)n[nH]1)Nc1ccccc1	0.0	11	-2	0.7
91	CC1CCN(C2=NC(=O)/C(=C\c3ccccc3)S2)CC1	0.1	-37	-5	0.0
92	O=C(C1CCC1)N1CCc2cc(S(=O)(=O)N3CCN(c4ccc(F)cc4)CC3)ccc21	0.1	-10	6	-0.5
93	COc1cc(C)nc(N2CCC(C(N)=O)CC2)n1	0.1	0	-7	5.2*
94	Cc1ccc(CNC(=O)c2ccc(C#CC(C)(C)O)s2)cc1	0.1	-1	6	0.9
95	CCCc1cc(=O)[nH]c(SCC(=O)Nc2nccs2)n1	0.1	-11	1	-0.9

Compounds from the list above that contain an NH in an aromatic ring, in the order listed:
entry	Compound	FBW7 activator	TEAD-YAP block	MITF inh	GPR151 ag
40	CCCCCCNC(=O)c1c[nH]c2ccc(S(=O)(=O)N(C)c3ccc(C(C)C)cc3)cc2c1=O	0.0	4	3	-0.2
45	CC(C)Oc1ccc(C(c2c[nH]c3ccccc23)c2c[nH]c3ccccc23)cc1	0.1	4	7	-0.1
54	C=CCN(c1ccccc1)S(=O)(=O)c1ccc2[nH]cc(C(=O)N3CCOCC3)c(=O)c2c1	-0.2	7	34	0.1
55	O=C(NC12CC3CC(CC(C3)C1)C2)c1ccc(CN2CCCCC2CO)[nH]c1=O (stereo not given)	0.2	9	-8	-0.4
56	Cc1ccccc1NCC(=O)N=Nc1c(O)[nH]c(=O)[nH]c1=O	-0.3	6	2	1.2
62	Cc1nn(C)cc1C(=O)NCCc1c[nH]c2ccccc12	-0.3	-40	-3	-0.3
68	O=C(CSc1nc2sc3c(c2c(=O)[nH]1)CCCC3)NCCCN1CCOCC1	-0.1	8	5	2.2
85	O=C(N/N=C/c1c[nH]c2ccccc12)c1cccc2ccccc12	1.1	-17	4	0.0
90	O=C(NCCc1nc(-c2ccc(Cl)cc2)n[nH]1)Nc1ccccc1	0.0	11	-2	0.7
95	CCCc1cc(=O)[nH]c(SCC(=O)Nc2nccs2)n1	0.1	-11	1	-0.9
